Assay outcomes: PubChem, University of Kansas High Throughput Screening Laboratory
mHTT CaM bind: mHTT-calmodulin interaction abrogation | inhibition, % at 15 µM | AlphaScreen His-mHTT/GST-CaM binding, luminescence | 3.6% of 190,000 active;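 note: 0% = both proteins with DMSO and 100% = one protein alone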
Target sequence (P42858 whole entry, looked up, stated change not applied): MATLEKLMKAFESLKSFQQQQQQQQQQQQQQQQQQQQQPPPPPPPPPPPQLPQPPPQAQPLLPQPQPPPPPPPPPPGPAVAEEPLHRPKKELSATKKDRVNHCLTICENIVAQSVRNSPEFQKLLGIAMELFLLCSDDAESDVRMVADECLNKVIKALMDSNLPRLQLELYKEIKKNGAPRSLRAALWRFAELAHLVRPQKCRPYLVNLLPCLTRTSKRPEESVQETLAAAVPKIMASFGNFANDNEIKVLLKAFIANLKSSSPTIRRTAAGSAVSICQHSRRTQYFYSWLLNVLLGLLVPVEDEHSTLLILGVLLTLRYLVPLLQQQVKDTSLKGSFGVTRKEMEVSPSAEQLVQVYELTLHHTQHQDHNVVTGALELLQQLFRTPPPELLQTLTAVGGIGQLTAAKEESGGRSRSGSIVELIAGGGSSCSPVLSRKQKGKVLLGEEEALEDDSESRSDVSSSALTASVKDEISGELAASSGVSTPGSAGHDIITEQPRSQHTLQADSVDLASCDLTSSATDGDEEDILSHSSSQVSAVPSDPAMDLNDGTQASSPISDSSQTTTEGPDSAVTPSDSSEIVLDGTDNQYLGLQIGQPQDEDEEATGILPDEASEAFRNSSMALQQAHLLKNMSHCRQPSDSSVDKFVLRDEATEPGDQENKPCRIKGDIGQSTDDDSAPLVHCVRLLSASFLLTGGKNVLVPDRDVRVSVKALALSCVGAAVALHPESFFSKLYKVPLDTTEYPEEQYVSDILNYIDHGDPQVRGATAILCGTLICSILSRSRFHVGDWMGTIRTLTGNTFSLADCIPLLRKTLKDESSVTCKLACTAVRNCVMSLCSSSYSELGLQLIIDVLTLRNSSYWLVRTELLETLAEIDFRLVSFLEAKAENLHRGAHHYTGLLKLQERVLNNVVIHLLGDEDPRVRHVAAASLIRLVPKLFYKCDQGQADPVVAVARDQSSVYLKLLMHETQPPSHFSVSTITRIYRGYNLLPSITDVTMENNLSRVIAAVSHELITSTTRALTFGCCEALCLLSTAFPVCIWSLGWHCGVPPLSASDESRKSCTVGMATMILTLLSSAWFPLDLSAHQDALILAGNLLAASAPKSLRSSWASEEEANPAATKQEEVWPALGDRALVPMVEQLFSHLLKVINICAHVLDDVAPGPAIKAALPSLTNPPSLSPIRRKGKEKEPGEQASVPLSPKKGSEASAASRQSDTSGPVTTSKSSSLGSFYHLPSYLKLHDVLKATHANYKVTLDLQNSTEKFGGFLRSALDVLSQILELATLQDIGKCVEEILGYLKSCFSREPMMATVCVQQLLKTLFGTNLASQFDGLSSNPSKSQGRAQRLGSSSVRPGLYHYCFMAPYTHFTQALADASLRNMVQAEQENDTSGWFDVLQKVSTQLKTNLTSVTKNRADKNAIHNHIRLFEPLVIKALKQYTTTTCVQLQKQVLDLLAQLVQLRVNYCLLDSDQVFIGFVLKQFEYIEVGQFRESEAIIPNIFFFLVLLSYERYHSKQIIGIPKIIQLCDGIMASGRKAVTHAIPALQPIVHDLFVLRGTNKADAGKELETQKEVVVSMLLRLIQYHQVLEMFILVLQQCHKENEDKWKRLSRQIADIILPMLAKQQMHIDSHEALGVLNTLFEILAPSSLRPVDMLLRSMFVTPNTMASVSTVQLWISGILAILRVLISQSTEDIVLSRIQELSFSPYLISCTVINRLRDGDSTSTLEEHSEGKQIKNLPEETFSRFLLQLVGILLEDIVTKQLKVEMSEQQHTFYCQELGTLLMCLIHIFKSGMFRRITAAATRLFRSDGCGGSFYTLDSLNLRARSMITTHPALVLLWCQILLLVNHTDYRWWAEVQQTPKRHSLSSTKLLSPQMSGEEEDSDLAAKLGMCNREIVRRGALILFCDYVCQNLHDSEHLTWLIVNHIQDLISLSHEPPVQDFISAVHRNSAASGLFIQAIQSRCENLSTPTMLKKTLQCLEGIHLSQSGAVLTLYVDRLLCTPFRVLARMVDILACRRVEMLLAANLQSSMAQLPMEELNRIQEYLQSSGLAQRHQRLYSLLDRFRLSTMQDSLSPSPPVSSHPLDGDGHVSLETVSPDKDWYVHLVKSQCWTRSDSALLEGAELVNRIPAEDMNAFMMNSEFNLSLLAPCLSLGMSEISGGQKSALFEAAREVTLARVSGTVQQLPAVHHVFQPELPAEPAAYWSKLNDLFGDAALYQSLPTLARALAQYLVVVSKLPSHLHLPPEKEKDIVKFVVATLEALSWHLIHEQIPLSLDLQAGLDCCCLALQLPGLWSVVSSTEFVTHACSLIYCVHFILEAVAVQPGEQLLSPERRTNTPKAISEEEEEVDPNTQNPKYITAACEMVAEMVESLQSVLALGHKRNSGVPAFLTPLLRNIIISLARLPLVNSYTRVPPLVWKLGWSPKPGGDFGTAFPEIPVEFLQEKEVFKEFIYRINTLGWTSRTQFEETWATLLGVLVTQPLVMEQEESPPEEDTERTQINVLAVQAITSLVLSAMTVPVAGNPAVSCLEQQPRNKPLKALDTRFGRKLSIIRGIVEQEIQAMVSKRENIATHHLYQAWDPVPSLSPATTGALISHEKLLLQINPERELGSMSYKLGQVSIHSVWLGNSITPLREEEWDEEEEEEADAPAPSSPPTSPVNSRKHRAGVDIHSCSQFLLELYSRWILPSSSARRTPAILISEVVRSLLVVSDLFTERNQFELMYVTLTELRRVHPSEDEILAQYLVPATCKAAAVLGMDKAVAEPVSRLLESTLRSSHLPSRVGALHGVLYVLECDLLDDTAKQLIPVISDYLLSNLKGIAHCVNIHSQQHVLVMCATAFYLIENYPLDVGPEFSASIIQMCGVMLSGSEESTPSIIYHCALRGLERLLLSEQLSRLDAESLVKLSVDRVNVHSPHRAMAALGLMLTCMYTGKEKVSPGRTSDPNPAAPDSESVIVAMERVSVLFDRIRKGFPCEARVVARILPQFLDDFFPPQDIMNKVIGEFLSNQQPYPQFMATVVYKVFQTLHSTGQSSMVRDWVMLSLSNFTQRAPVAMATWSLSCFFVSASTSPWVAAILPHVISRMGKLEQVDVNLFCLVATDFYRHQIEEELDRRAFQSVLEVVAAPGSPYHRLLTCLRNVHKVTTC
Pf apPOL block: Pf-apPOL DNA polymerase inhibition. 0.25% of 210,000 active. Recombinant Pf-apPOL, molecular beacon fluorescence, 1.5 h. inhibition, % at 10 µM
The depositor's hits bear a star; & = joins results of further samples. Cut-off read from the data, not from the text of the source: active = inhibition above about 50%; inactive = the rest.

How did O=C(O)c1ccccc1Oc1ccc(C(F)(F)F)cc1[N+](=O)[O-] do in these assays?
mHTT CaM bind: -3.0; Pf apPOL block: -4.7

What do the screens show for `CN(C)c1ccc(CN2CCc3nc(N4CCN(c5ncccn5)CC4)ncc3C2)cc1`?
mHTT CaM bind: 99.9*; Pf apPOL block: -3.1

Results for O=C(c1ccc2cc[nH]c2c1)N1CC2CC1CC2NS(=O)(=O)c1cccs1 (centres undefined) ?
mHTT CaM bind: -0.8; Pf apPOL block: -4.4

How did COc1cc(NS(=O)(=O)c2ccc(NC(=O)c3cccc(Cl)c3)cc2)nc(OC)n1 do in these assays?
mHTT CaM bind: 2.0; Pf apPOL block: -1.7

What do the screens show for `CC(=O)Nc1cccc(OCCCNS(=O)(=O)c2cccc3nonc23)c1`?
Pf apPOL block: -15.2

What do the screens show for `COc1ccc(CCNC(=O)c2ccoc2C)cc1OC`?
mHTT CaM bind: 5.6; Pf apPOL block: -6.7

Results for N#Cc1ccc(C2=COC3(CCCN(C(=O)c4ccc(F)cc4)C3)C2)cc1 (centres undefined) ?
mHTT CaM bind: -6.8; Pf apPOL block: -4.4

How did O=C(Nc1ccc(S(=O)(=O)Nc2ccc(F)cc2)cc1)C1CC1 do in these assays?
mHTT CaM bind: -1.1; Pf apPOL block: -6.7

What do the screens show for `Cc1c(C(c2cccs2)c2c(C)n(C)n(-c3ccccc3)c2=O)c(=O)n(-c2ccccc2)n1C`?
mHTT CaM bind: 5.0; Pf apPOL block: -6.7

What do the screens show for `O=C(C1CCCCC1)N1CCC(O)(c2ccccc2)C(N2CCCC2)C1` (centres undefined)?
mHTT CaM bind: 50.9*; Pf apPOL block: -10.8

Results for COc1cc(/C=C2\C(=O)ON=C2C)ccc1OCc1ccccc1F ?
mHTT CaM bind: 41.0; Pf apPOL block: -4.5

How did CCC(=O)NCc1nc2c(n1C)CN(S(=O)(=O)c1ccc(F)c(Cl)c1)CC2 do in these assays?
mHTT CaM bind: 7.4; Pf apPOL block: -5.3

How did CC(C)c1ccc([N+](=O)[O-])cc1S(=O)(=O)N1CCOCC1 do in these assays?
mHTT CaM bind: -6.4; Pf apPOL block: -2.1

How did Cc1ccc(C(=O)N2CC3CC(NC(=O)c4ccccc4)C2C3)cc1F (centres undefined) do in these assays?
mHTT CaM bind: 12.0; Pf apPOL block: -1.8

What do the screens show for `c1cc2cc(CNC3CC3)ccc2[nH]1`?
mHTT CaM bind: 17.2

The closing two entries of the section before come first, to join the parts.
How did Cc1ccc(C(=O)N2CC3CC(NC(=O)c4ccccc4)C2C3)cc1F (centres undefined) do in these assays?
mHTT CaM bind: 12.0; Pf apPOL block: -1.8

What do the screens show for `c1cc2cc(CNC3CC3)ccc2[nH]1`?
mHTT CaM bind: 17.2

What do the screens show for `O=C(NC1CC1)C1CCN(c2nc3ccc(-c4ccccc4F)nc3s2)CC1`?
mHTT CaM bind: -4.0; Pf apPOL block: -4.3

What do the screens show for `Cc1c(Cl)cccc1NC(=O)c1ccc(Cl)cc1`?
mHTT CaM bind: -2.9; Pf apPOL block: -7.2

What do the screens show for `COc1ccc(-n2nc3c(c2NC(=O)c2ccc(OC)c(OC)c2)CS(=O)(=O)C3)cc1`?
mHTT CaM bind: 7.0; Pf apPOL block: -8.8

How did COc1cccc(CNC(=O)C2CCCN(C(=O)Cc3cccc4ccccc34)C2)c1 (centres undefined) do in these assays?
mHTT CaM bind: 12.6; Pf apPOL block: -3.6

What do the screens show for `COc1ccc(-n2ncc(NC(=O)N3CCOCC3)c2C)cc1`?
Pf apPOL block: -4.3

How did O=C(Nc1ccc(/C=C/C(=O)c2ccco2)cc1)c1ccccc1 do in these assays?
mHTT CaM bind: 14.4; Pf apPOL block: -3.0

How did Cc1ccccc1-c1noc(C2CCCN2S(=O)(=O)c2cccc(Cl)c2C)n1 (centres undefined) do in these assays?
mHTT CaM bind: -15.0; Pf apPOL block: -1.1

How did O=C(NCc1ccccc1F)c1cc(N2CCCC2)n2nccc2n1 do in these assays?
mHTT CaM bind: -46.7; Pf apPOL block: -1.0

Results for COCCCn1c2c(c(SCc3ccccc3)nc1=O)CCC2 ?
mHTT CaM bind: 8.2; Pf apPOL block: -5.4

Results for COc1ccc(C2C(C(=O)N3CCCCCC3)c3cc(OC)c(OC)cc3C(=O)N2C)cc1 (centres undefined) ?
mHTT CaM bind: 5.0; Pf apPOL block: -8.9

How did COc1ccc(C(=O)N2CCN(c3cc(-c4cccnc4)[nH]n3)CC2)cc1 do in these assays?
mHTT CaM bind: -2.0; Pf apPOL block: -2.0

Results for O=C(Nc1cccc(N2CCCN(Cc3ccc(F)cc3)C2=O)c1)C1CCC1 ?
mHTT CaM bind: 6.1; Pf apPOL block: 1.1

How did O=C1NC(=O)c2cc([N+](=O)[O-])c(SCc3ccc(Cl)cc3)cc21 do in these assays?
Pf apPOL block: 0.6

How did COc1cccc(C(=O)N2N=C(c3cccc([N+](=O)[O-])c3)CC2(O)C(F)(F)F)c1 (centres undefined) do in these assays?
mHTT CaM bind: 26.0; Pf apPOL block: -5.5

How did CSc1nc(NS(=O)(=O)c2cc(C)c(Cl)cc2Cl)nn1C do in these assays?
Pf apPOL block: -10.8

Results for CCC(=O)NCc1c(C)nc2sc(CC)nn12 ?
mHTT CaM bind: -7.3; Pf apPOL block: 2.1

How did O=C(Cc1ccc([N+](=O)[O-])cc1)NCC1CCCO1 (centres undefined) do in these assays?
mHTT CaM bind: -0.4; Pf apPOL block: -5.1

What do the screens show for `Cc1nc2c(C(=O)NCc3c(F)cc(F)cc3F)cnn2c(C)c1Cc1ccccc1`?
mHTT CaM bind: 12.0; Pf apPOL block: -4.0

What do the screens show for `O=C(Cn1nc(C(F)(F)F)c(Cl)c1C1CC1)N1CCN2CCCC2C1` (centres undefined)?
mHTT CaM bind: -1.5

How did Cc1cc(-c2cccs2)n[nH]1 do in these assays?
mHTT CaM bind: -5.9; Pf apPOL block: 11.9

Results for O=C(CN1CCC(COCc2ccccc2)CC1)NCc1ccco1 ?
mHTT CaM bind: -1.7; Pf apPOL block: -7.7

What do the screens show for `COc1cc(C(=O)Nc2nc(-c3ccc4c(c3)OCO4)cs2)cc(OC)c1OC`?
mHTT CaM bind: 12.0; Pf apPOL block: -3.3

How did CC1(C)OC(=O)C(=Cc2ccc(-c3ccc(Cl)c(Cl)c3)o2)C(=O)O1 do in these assays?
mHTT CaM bind: 8.0; Pf apPOL block: 7.3

Results for Cc1csc(C(=O)Nc2ccn(-c3ccccc3)n2)c1 ?
mHTT CaM bind: -4.4; Pf apPOL block: -3.0

Results for CCOc1ncccc1C(=O)Nc1cccc(-c2ccc3nnc(C)n3n2)c1 ?
mHTT CaM bind: -5.6; Pf apPOL block: -4.1

How did COCCNc1oc2c(c1-c1cc(OC)c(OC)c(OC)c1)c(=O)oc1c(C)cccc12 do in these assays?
mHTT CaM bind: 1.0; Pf apPOL block: -3.3

Results for Cc1ccc(-c2nc3ncccc3o2)cc1NC(=O)c1cccnc1 ?
mHTT CaM bind: -2.0; Pf apPOL block: -3.3

How did CC(C)CCNCc1nc2sc3c(c2c(=O)[nH]1)CCCC3 do in these assays?
mHTT CaM bind: 3.3; Pf apPOL block: -2.9

How did Cc1ccc(C)c(CN2CCCN(c3ccc(NC(=O)C4CC4)cc3)C2=O)c1 do in these assays?
mHTT CaM bind: 11.1; Pf apPOL block: -3.4

Results for O=[N+]([O-])c1ccc(C=Nc2ccc3c(c2)Cc2cc([N+](=O)[O-])ccc2-3)cc1 ?
mHTT CaM bind: 25.0; Pf apPOL block: -1.5

Quoted from above for reference:
Results for CCC(=O)NCc1c(C)nc2sc(CC)nn12 ?
mHTT CaM bind: -7.3; Pf apPOL block: 2.1

How did O=C(Cc1ccc([N+](=O)[O-])cc1)NCC1CCCO1 (centres undefined) do in these assays?
mHTT CaM bind: -0.4; Pf apPOL block: -5.1

What do the screens show for `Cc1nc2c(C(=O)NCc3c(F)cc(F)cc3F)cnn2c(C)c1Cc1ccccc1`?
mHTT CaM bind: 12.0; Pf apPOL block: -4.0

What do the screens show for `O=C(Cn1nc(C(F)(F)F)c(Cl)c1C1CC1)N1CCN2CCCC2C1` (centres undefined)?
mHTT CaM bind: -1.5

How did Cc1cc(-c2cccs2)n[nH]1 do in these assays?
mHTT CaM bind: -5.9; Pf apPOL block: 11.9

Results for O=C(CN1CCC(COCc2ccccc2)CC1)NCc1ccco1 ?
mHTT CaM bind: -1.7; Pf apPOL block: -7.7

Continued:
What do the screens show for `O=C(NCCN1CCOCC1)c1cc2n(n1)CCCN(Cc1ccc(Cl)cc1)C2=O`?
mHTT CaM bind: 1.1; Pf apPOL block: -2.8

How did Clc1ccc(SCc2cn3ccccc3n2)cc1 do in these assays?
mHTT CaM bind: -3.0; Pf apPOL block: 2.5

Results for COc1nc(Cl)cc(C)c1C(=O)Nc1c(C)cc(C)cc1C ?
mHTT CaM bind: 0.0; Pf apPOL block: -2.7

How did CCNC(=O)NC1CCN(C(=O)C2CCC2)C1 (centres undefined) do in these assays?
mHTT CaM bind: -3.4; Pf apPOL block: -2.3

What do the screens show for `COc1ccc(N2CCn3c(SCC(=O)Nc4ccccc4C(F)(F)F)nnc32)cc1`?
mHTT CaM bind: -0.6; Pf apPOL block: 0.4

How did COCCC1CCN(C(=O)COc2cccc(C)c2)CC1 do in these assays?
mHTT CaM bind: -3.3; Pf apPOL block: -2.4

Results for CCOC(=O)CN1CCN(c2cccc(F)c2)C(=O)C1C (centres undefined) ?
mHTT CaM bind: 3.3; Pf apPOL block: 0.0

How did NC(=O)c1cc(NC(=O)c2cccs2)ccc1N1CCCCC1 do in these assays?
mHTT CaM bind: 9.1; Pf apPOL block: -3.5

How did O=C1CC(c2ccco2)CC2=C1C(c1ccco1)N(C(=O)C(F)(F)F)c1ccccc1N2 (centres undefined) do in these assays?
mHTT CaM bind: 18.0; Pf apPOL block: -9.5

What do the screens show for `O=S(=O)(NCC1(c2ccccc2)CCCOCC1)c1ccccc1` (centres undefined)?
mHTT CaM bind: 6.5; Pf apPOL block: 1.7

Results for O=C(NNS(=O)(=O)c1ccc(F)cc1F)c1csc(-c2cccnc2)n1 ?
Pf apPOL block: 0.8

How did CN(CC(=O)NCCC1=CCCCC1)S(=O)(=O)c1ccc2[nH]c3c(c2c1)CCCC3 do in these assays?
mHTT CaM bind: 63.1*; Pf apPOL block: -9.6

How did N#CC(=NNc1ccc(F)cc1)S(=O)(=O)c1cccs1 do in these assays?
Pf apPOL block: 1.6

Results for Cc1cc(C(=O)Nc2nc3c(s2)COc2ccccc2-3)on1 ?
mHTT CaM bind: 0.9; Pf apPOL block: 7.0

How did Cc1cc(C)c(C)c(OCC(=O)NCc2ccco2)c1 do in these assays?
mHTT CaM bind: -1.2; Pf apPOL block: -1.6

What do the screens show for `CCNc1nc(N2CCCC2)nc(N2CCCC2)n1`?
mHTT CaM bind: -7.1

What do the screens show for `COc1ccc(C2C(C#N)=C(N)Oc3cc(O)ccc32)cc1Br` (centres undefined)?
mHTT CaM bind: 3.0; Pf apPOL block: 0.6

What do the screens show for `CC(NC(=O)Cc1ccccc1)C1COc2ccccc2O1` (centres undefined)?
mHTT CaM bind: -7.3; Pf apPOL block: -0.7

How did CCOC(=O)NN=Cc1sc2ccccc2c1C do in these assays?
Pf apPOL block: -7.1

What do the screens show for `Cc1ccc(C(=O)Nc2ccc(C(=O)O)cc2)cc1C`?
mHTT CaM bind: -2.7; Pf apPOL block: -4.0

Results for CCOc1ccc(-n2ccnc2SCC(=O)Nc2ccc(Cl)c(Cl)c2)cc1 ?
mHTT CaM bind: 24.0; Pf apPOL block: -3.4

What do the screens show for `O=c1oc2ccccc2cc1-c1csc(-c2ccc(Cl)cc2)n1`?
mHTT CaM bind: -7.0; Pf apPOL block: -3.8

How did O=C(NCC1CCN(c2cc(-c3cccnc3)[nH]n2)CC1)c1ccccc1 do in these assays?
mHTT CaM bind: 2.1; Pf apPOL block: 5.9

What do the screens show for `CC(=O)N1CCC(n2c(C)nc(C(=O)Nc3ccc4c(c3)OCO4)c2C)CC1`?
mHTT CaM bind: 28.5; Pf apPOL block: -5.8

Results for CC(=O)Nc1ccc2c(c1)ncn2C(C)(C)C ?
mHTT CaM bind: -6.5; Pf apPOL block: -8.4

What do the screens show for `CCC(C(=O)Nc1c(C)cc(C)cc1C)N1CCCCCC1` (centres undefined)?
mHTT CaM bind: -2.8; Pf apPOL block: -5.0

How did O=C1CC(c2ccc([N+](=O)[O-])cc2)=NN1c1cc(S(=O)(=O)O)ccc1Cl do in these assays?
mHTT CaM bind: 7.1; Pf apPOL block: -4.1

Results for O=c1cc2c(nn1Cc1ccc(Cl)cc1)CCCC2 ?
mHTT CaM bind: -4.7; Pf apPOL block: 1.4

Results for COc1ccc(C(=O)Nc2c3c(nn2C(C)(C)C)CS(=O)C3)cc1OC (centres undefined) ?
mHTT CaM bind: 0.0; Pf apPOL block: -41.3

What do the screens show for `O=C(c1ccc(I)cc1)N1CCN(c2ccc([N+](=O)[O-])cc2)CC1`?
mHTT CaM bind: 11.6; Pf apPOL block: 0.8

Structures above that have a tert-butyl group (2):
Results for CC(=O)Nc1ccc2c(c1)ncn2C(C)(C)C ?
mHTT CaM bind: -6.5; Pf apPOL block: -8.4

Results for COc1ccc(C(=O)Nc2c3c(nn2C(C)(C)C)CS(=O)C3)cc1OC (centres undefined) ?
mHTT CaM bind: 0.0; Pf apPOL block: -41.3

(list continues)
Results for CSc1cccc(NC(=O)c2oc(=O)c3ccccc3c2-c2ccccc2)c1 ?
mHTT CaM bind: -2.0; Pf apPOL block: -2.2

What do the screens show for `O=[N+]([O-])c1cc(N=Cc2ccccc2F)ccc1F`?
mHTT CaM bind: -6.0; Pf apPOL block: -2.9

How did CCc1cccc(C)c1NC(=O)c1ccoc1C do in these assays?
mHTT CaM bind: 12.7; Pf apPOL block: -4.4

Results for Cc1ccc(S(=O)(=O)N=S2(=O)CCCS(=O)(=O)C2)cc1 (centres undefined) ?
Pf apPOL block: -3.4&2.0

What do the screens show for `CC(C)(C)c1cc(C(=O)CSc2nc3ccccc3[nH]2)cc(C(C)(C)C)c1O`?
mHTT CaM bind: 36.9; Pf apPOL block: -0.2

A portion of the library; the hit share may differ from the screen's.
